Assay outcomes as filed in PubChem.
Tb PFK block: qHTS Assay to Find Inhibitors of T. brucei phosphofructokinase | ATP-dependent 6-phosphofructokinase (Trypanosoma brucei brucei), O15648 | T. brucei PFK, ADP-Glo luminescence | Potency, µM (titrated, usually from 57.5 µM), for the others: at the top dose activity, negative = inhibition, most hits filed as inhibitors | hit rate 0.17% among 330,000;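 further: potency means the concentration at half of the fitted maximal effect; 0% = uninhibited 1x PFK enzyme wells and -100% = no-enzyme wells; nearly all actives have a fitted effect of over 60% in size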
Target sequence (O15648 whole entry, looked up): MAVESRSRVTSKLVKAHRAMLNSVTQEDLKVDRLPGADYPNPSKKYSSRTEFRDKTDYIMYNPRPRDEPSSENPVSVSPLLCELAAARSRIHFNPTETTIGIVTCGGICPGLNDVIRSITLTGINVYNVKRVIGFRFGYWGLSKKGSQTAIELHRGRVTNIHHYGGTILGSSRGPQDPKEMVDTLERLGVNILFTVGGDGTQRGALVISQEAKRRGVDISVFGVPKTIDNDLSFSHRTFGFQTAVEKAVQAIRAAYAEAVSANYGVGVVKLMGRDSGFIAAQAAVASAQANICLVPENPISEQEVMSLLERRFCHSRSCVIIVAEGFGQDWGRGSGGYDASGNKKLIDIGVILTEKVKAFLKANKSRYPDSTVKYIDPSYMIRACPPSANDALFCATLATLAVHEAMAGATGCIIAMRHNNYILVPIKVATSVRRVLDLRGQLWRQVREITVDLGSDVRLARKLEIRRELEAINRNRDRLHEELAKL
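1.25 nM PFK with 0.5 mM F6P and 0.1 mM ATP in 0.1 M TEA pH 8.0, 5 mM MgCl2, incubated 45 min at room temperature; ADP measured by ADP-Glo luminescence; compounds titrated up to 57 uM.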
Coupling enz: qHTS Assay for Inhibitors of Fructose-1,6-bisphosphate Aldolase from Giardia Lamblia: Coupling assay counterscreen; AID 2472, 2010; coupling enzyme system counterscreen, AmpLite Red fluorescence; activity change, negative = inhibition, % at 58.2 µM, hits read low; hit rate 0.67% among 290,000; in the data active means activity change below about -30%; further: on the % scale 0 is the no-effect control and ±100 the full control effect
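First, compound is pin-transferred into glyceraldehyde-3-phosphate coupling-enzyme reagent at 57.5 uM final and held 10 min at RT. Next, substrate, coupling system and AmpLite Red are added. After 20 min RT, fluorescence (525/598 nm) is read.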
Giardia killer: Small Molecules that selectively kill Giardia lamblia: qHTS | Giardia lamblia trophozoite viability | hit rate 0.15% among 340,000 | activity change, % at 7.66 µM, hits read low; in the data active means activity change below about -80%; inconclusive means between about -30% and that limit;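 further: parasites exposed to compound for two days anaerobically before the ATP read; on the % scale 0 is the no-effect control and ±100 the full control effect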
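Trophozoites 100 cells/well + cpd; 48 hrs, 37 deg C, anaerobic. ATPLite 1-Step added, 15-30 min RT, luminescence read (ATP-based viability).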
Gal4-VP16 FLuc: VP16 counterscreen qHTS for inhibitors of ROR gamma transcriptional activity | Potency, µM (doses to about 53.6 µM), inactives show at the highest dose activity, negative = inhibition, hits mostly inhibitors | Drosophila S2 Gal4-VP16 UAS-luciferase, luminescence, 20 h | hit rate 3.5% among 310,000;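 further: Gal4-VP16 expression switched on by copper sulfate through the metallothionein promoter; potency means the concentration at half of the fitted maximal effect; on the % scale 0 is the no-effect control and ±100 the full control effect; nearly all actives have a fitted effect of over 50% in size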
KCNH2 3.1 inh: qHTS for Inhibitors of KCHN2 3.1: Mutant qHTS; activity change, % (tested at about 1.8 µM); Potassium voltage-gated channel subfamily H member 2, brain isoform KCNH2 3.1 (human); AID 720553, 2013; hit rate 0.95% among 340,000; U2OS KCNH2 3.1, thallium flux FluxOr; hits give low values;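 active means maximum activity change below -70%; inconclusive means maximum activity change from -70% to -50%; inactive means maximum activity change above -50%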;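 further: thallium influx rate constant from kinetic fluorescence after stimulation buffer; on the % scale 0 is the no-effect control and ±100 the full control effect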
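Thallium flux read-out: FluxOr dye with Red40 quencher in HBSS/HEPES, 45 min at RT. Rate constants from kinetic reads were normalized to positive and negative DMSO controls. Cells: U2OS virally expressing the 3.1 isoform.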
Rab9 promoter act: qHTS Assay for Rab9 Promoter Activators; Potency, µM (doses to about 9.22 µM), inactives show top-dose activation, negative = inhibition, usual class: activators; Huh7 Rab9 promoter-luciferase reporter, luminescence, 24 h; hit rate 2.8% among 320,000; AID 485297, 2010; further: potency means the concentration at half of the fitted maximal effect; % of control where 0% means no effect; nearly all actives have a fitted effect of over 60% in size
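Huh7 cells stably carrying a Rab9 promoter-luciferase reporter, 1500 cells per well in OP-MEM I with 10% FBS, treated with compound 24 hours at 37C. Luciferase activity read by luminescence after 10 minutes with Amplite reagent.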
FLuc counter: qHTS profiling assay for firefly luciferase inhibitor/activator using purifed enzyme and Km concentrations of substrates (counterscreen for miR-21 project); purified FLuc, Km substrates, luminescence inhibition; Potency, µM (top dose mostly 57.5 µM), inactives show at the top dose activity change, negative = inhibition, most hits filed as inhibitors; hit rate 6.9% among 360,000;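 further: potency means the concentration at half of the fitted maximal effect; plate controls were vehicle for no effect and reference inhibitor for full effect; nearly all actives have a fitted effect of over 55% in size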
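Biochemical qHTS of compounds, final roughly 60 µM downward over six points, against 10 nM purified firefly luciferase using Km concentrations of substrates (10 uM D-luciferin, 10 uM ATP) in Tris acetate pH 7.5 buffer; luminescence output.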
NPC1 promoter act: qHTS Assay for NPC1 Promoter Activators | AID 485313, 2010 | hit rate 2.4% among 320,000 | Potency, µM (highest dose often 9.22 µM), without a hit: top-dose activation, most hits filed as activators | Huh7 NPC1 promoter luciferase reporter, 24 h;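 further: potency means the concentration at half of the fitted maximal effect; % of control where 0% means no effect; nearly all actives have a fitted effect of over 60% in size; reporter is driven by a mutant NPC1 promoter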
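Huh7 cells stably carrying NPC1 promoter–luciferase, plated in Opti-MEM with 10% FBS for 2 h, were exposed to compound in DMSO for 24 h at 37 °C; luciferase reagent was added for 10 min and luminescence read.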
uPA surface inh: qHTS for Inhibitors of Cell Surface uPA Generation | hit rate 0.31% among 330,000 | cell surface uPA generation assay, qHTS | Potency, µM (highest dose often 38.3 µM), inactives show at the highest dose activity change, negative = inhibition, hits mostly inhibitors | AID 540303, 2011; active means well fitted inhibition curve with a large enough effect; inconclusive means small, poorly fitted or top-dose-only effect; inactive means no such curve, though single readings can be large or run the other way; tested in mouse RAW 264.7 cells; further: potency means the concentration at half of the fitted maximal effect; on the % scale 0 is the no-effect control and ±100 the full control effect; nearly all actives have a fitted effect of over 55% in size
ELG1 genotoxic: qHTS screen for small molecules that induce genotoxicity in human embryonic kidney (HEK293T) cells expressing luciferase-tagged ELG1; HEK293T ELG1-luciferase reporter, luminescence, 16 h; Potency, µM (doses to about 46 µM), for inactives: top-dose activity change, positive = activation, hits mostly activators; hit rate 1.3% among 330,000; AID 504466, 2011; further: potency means the concentration at half of the fitted maximal effect; % of control where 0% means no effect; nearly all actives have a fitted effect of over 60% in size
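Screening used a luciferase reporter fused to human ELG1 in HEK293T cells. Luminescence was read on a CCD plate imager after 16 hr exposure and 30 min ONE-Glo incubation.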
RORg inh: qHTS for inhibitors of ROR gamma transcriptional activity. Nuclear receptor ROR-gamma (Mus musculus), P51450. Drosophila S2 Gal4-RORgamma UAS-luciferase reporter, 20 h. Potency, µM (titrated, usually from 53.6 µM), inactives show at the top dose activity change, negative = inhibition, actives largely listed as inhibitors. hit rate 5.4% among 310,000. AID 2551, 2010; further: potency means the concentration at half of the fitted maximal effect; on the % scale 0 is the no-effect control and ±100 the full control effect; nearly all actives have a fitted effect of over 60% in size
Target sequence (P51450 whole entry, looked up, the tested form may be a part): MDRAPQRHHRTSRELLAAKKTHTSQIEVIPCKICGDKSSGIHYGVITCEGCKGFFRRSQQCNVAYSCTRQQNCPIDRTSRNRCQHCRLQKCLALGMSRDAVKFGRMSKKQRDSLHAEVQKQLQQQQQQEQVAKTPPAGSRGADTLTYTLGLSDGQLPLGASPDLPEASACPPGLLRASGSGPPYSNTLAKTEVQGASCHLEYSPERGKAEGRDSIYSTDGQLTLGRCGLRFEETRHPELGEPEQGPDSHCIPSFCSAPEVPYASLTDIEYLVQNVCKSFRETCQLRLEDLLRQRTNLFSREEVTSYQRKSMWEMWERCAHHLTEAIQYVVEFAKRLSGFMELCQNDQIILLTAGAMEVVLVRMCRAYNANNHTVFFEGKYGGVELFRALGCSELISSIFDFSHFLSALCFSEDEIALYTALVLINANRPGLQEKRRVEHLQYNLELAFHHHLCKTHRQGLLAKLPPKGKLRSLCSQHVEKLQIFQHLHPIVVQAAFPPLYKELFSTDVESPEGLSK
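In this cell-based reporter format, copper sulfate (700 uM final) drives Gal4–ROR gamma fusion expression from a metallothionein promoter in Drosophila Schneider cells; compounds preincubated 1 hr, reporter read after 20 hr at ambient temperature.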
An asterisk follows results filed as active; ? = inconclusive; . = no result given; & = joins results of further samples; [ ] = another dose, or the depositor's remark. Unless noted, the call rests on the fitted dose curve; in most records, active means well fitted curve in the direction sought with a large enough effect; inconclusive means small, poorly fitted or top-dose-only effect, or another doubt; inactive means no such curve, though single readings can be large; an effect the other way counts as inactive or inconclusive.

structure	Tb PFK block	Coupling enz	Giardia killer	Gal4-VP16 FLuc	KCNH2 3.1 inh	Rab9 promoter act	FLuc counter	NPC1 promoter act	uPA surface inh	ELG1 genotoxic	RORg inh
Cc1ccccc1S(=O)(=O)Oc1cccc2c(O)cccc12	1%	-3	1	?	12	15%	?	11%	19%	9%	7.1µM*
Cc1ccc(-n2nnnc2SCC(=O)NC2CCCc3ccccc32)cc1 (centres undefined)	0%	0	-8	1%	1	0%	-3%	1%	3%	-6%	34%
COC(=O)CN(c1nc(C)cc(OC)n1)S(=O)(=O)c1ccccc1	-8%	-3	14	-3%	-8	-3%	16%	0%	-7%	-5%	-5%
O=C(CSc1nnc(CNC(=O)c2c(F)cccc2Cl)o1)NCCc1ccccc1	-7%	.	-4	-6%	-5	2%	-3%	1%	0%	8%	-12%
CCn1c(SCC(=O)Nc2ccccc2C(=O)OC)nnc1-c1ccc(N)cc1	0%	1	-2	1%	3	2%	3%	0%	.	0%	2%
Cc1cccc(C)c1N1CCN(S(=O)(=O)N(C)C)CC1	2%	0	-12	8%	13	-2%	4%	-4%	-5%	-3%	1%
COC(=O)C1=C(C)NC(=S)N(C(C)=O)C1c1ccccc1 (centres undefined)	-12%	1	1	?	-3	-5%	0%	-2%	3%	-2%	?
COc1ccc(OC)c(NC(=O)CN2C(=O)C(C)N(c3ccc(C)cc3)C2=O)c1 (centres undefined)	-3%	.	-9	.	-12	1%	0%	0%	?	-2%	.
CCn1c(CN2CCCCCC2=O)nnc1SCc1cnc(-c2ccccc2)s1	4%	4	-5	20%	2	5%	?	18%	1%	0%	26%
Cc1ccc(NC(=O)c2ccc(C)c(S(=O)(=O)N3CCOCC3)c2)nc1	0%	.	-24	.	-16	-4%	4%	10%	1%	0%	.
O=C(CSc1nnc(COc2ccc3c(c2)CCCC3)o1)Nc1ccc(F)cc1	6%	5	14	?	10	-1%	-3%	10%	-10%	0%	-33%
NS(=O)(=O)c1ccc(CCNC(=O)C(=O)NCC2OCCN2S(=O)(=O)c2cc(F)ccc2F)cc1 (centres undefined)	3%	-2	-6	-1%	-12	0%	-3%	-2%	1%	1%	22%
CCOC(=O)Cn1nc(C)c(NC(=O)COc2ccc(C)c(C)c2)c1C	4%	-2	4	18%	0	0%	-3%&-2%	-3%	-3%	-1%	6%
CC(NC(=O)c1ccc(F)cc1)C1CC2CCC1C2 (centres undefined)	1%	-1	-3	10%	6	-3%	3%	2%	0%	-6%	2%
CCOC(=O)c1c2n(c3c(NCc4ccccc4)ncnc13)CCCC2	-8%	2	-1	-7%	-41	-11%	3%	-1%	-3%	-1%	-22%
O=C1N/C(=N/O)S/C1=C/c1cccnc1	-8%	5	6	6%	-21	16%	?	7%	0%	0%	-11%
C=CC(N)CCC(=O)O (centres undefined)	.	1	.	1%&-1%	.	1%[46.1 µM]	.	4%[46.1 µM]	.	.	21%[10 µM]
CCCOc1ccc(S(=O)(=O)Nc2ccccn2)c2ccccc12	0%	0	-16	-4%	-4	8%	6%	1%	3%	9%	26%[1.91 µM]
CCC1(CC)NC(=O)N(CC(=O)OCC(=O)NC(=O)c2ccccc2OC)C1=O	0%	.	1	.	-11	-5%	1%	-8%	2%	2%	.
CCN1C(=O)[C@@H]2[C@H](C1=O)[C@@H]1C(=O)Nc3ccccc3C(=O)N1[C@@H]2c1ccc(Br)cc1	-3%	.	-11	.	-1	2%	-2%	0%	21%	4%	.
CC(/C=C/c1cccc([N+](=O)[O-])c1)=N/NC(=O)c1cccnc1	-2%	0	-5	5µM*	1	-5%	4%	1%	-19%	0%	3.2µM*
Cc1ccc(NC2CCCN(C(=O)CCn3nccc3C)C2)cc1C (centres undefined)	3%	.	-16	23%	3	9%	1%	1%	8%	-14%	36%
CC1Oc2ccccc2N(CC(=O)NCc2ccccc2)C1=O (centres undefined)	-5%	0	39[activator]	-1%	0	4µM*	?	?	-22%	?	-27%
Cc1ccc(/C=N/NC(=O)c2ccc(-c3ccccc3)cc2)o1	0%	1	-2	?	-12	0%	?	-5%	-1%	-5%	13µM*

Just KCNH2 3.1 inh and uPA surface inh, for 2 of the compounds above:
Structure,KCNH2 3.1 inh,uPA surface inh
CC1Oc2ccccc2N(CC(=O)NCc2ccccc2)C1=O (centres undefined),0,-22%
Cc1ccc(NC2CCCN(C(=O)CCn3nccc3C)C2)cc1C (centres undefined),3,8%

(continued)
structure	Tb PFK block	Coupling enz	Giardia killer	Gal4-VP16 FLuc	KCNH2 3.1 inh	Rab9 promoter act	FLuc counter	NPC1 promoter act	uPA surface inh	ELG1 genotoxic	RORg inh
CN(C(=O)COC(=O)c1sc2ccccc2c1Cl)C1CCCCC1	4%	3	6	1%	-7	-4%	?	0%	8%	-1%	-12%
O=C(Nn1cnnc1)c1cc2c(s1)CCCC2	1%	-4	-10	2%	6	2%	21µM*	7%	.	4%	-2%
O=C(O)COc1ccccc1/C=N/NC(=O)CNC(=O)c1ccc(F)cc1	-1%	3	8	2%	-15	-2%	-2%	8%	3%	0%	-12%
CC(/C=C1\SC(=S)N(NS(=O)(=O)c2ccccc2)C1=O)=C\c1ccccc1	-6%	4	-11	-3%	0	1%	?	1%	0%	-3%	-13%
COc1ccc(-c2[nH]ncc2CNC(C)c2cn(C)nc2C)c(F)c1 (centres undefined)	-5%	0	?	-5%	-1	-6%	1%	-1%	5%	1%	14%
Cc1cccc(NNC(=O)C(=O)NNc2cccc(C)c2)c1	-12%	3	4	7%	26	-1%	1%	2%	?	6%	11%
COc1ccccc1N1CCN(C(=O)c2ccccc2NC(=O)C2CCCCC2C(=O)O)CC1 (centres undefined)	?	4	-1	-3%	0	-5%	-2%	0%	4%	-2%	-4%
O=C(O)CC(c1ccc(C(F)(F)F)cc1)N1Cc2ccccc2C1=O (centres undefined)	5%	6	-24	-10%	7	2%[1.84 µM]	-2%	-9%	-2%	-4%	1%
Cc1ccc(C)c(S(=O)(=O)NC(Cc2c[nH]c3ccccc23)C(=O)O)c1 (centres undefined)	1%	-2	-1	7%	9	-6%	-1%	-11%	1%	-2%	31%
CCOC(=O)C1=C(c2ccccc2)NC(SC)=C(C#N)C1c1ccco1 (centres undefined)	6%	-2	12	6%	13	7%	0%	-3%	-7%	-2%	?
Cc1c(NC(=O)Nc2cccc(F)c2)c(=O)n(-c2ccccc2)n1C	1%	.	-2	4%	7	-4%	-1%	2%	4%	7%	0%
CN1CCc2[nH]c3ccc(C(=O)NN)cc3c2C1	-5%	-1	10	2%	?	-4%	-12%	0%	.	-1%	-15%
CCOc1ccc(C(=O)C(CN2CCOCC2)c2ccccc2)cc1 (centres undefined)	0%	1	15	?	-26	-12%	-4%	-5%	-11%	-9%	?
O=C(NC1CCCc2ccccc21)c1ccccn1 (centres undefined)	-2%	-2	8	0%	-6	2%	0%	-1%	0%	1%	-9%
COc1ccc(NC(=O)CN(C)C(=O)CSCc2ccc(C)cc2)cc1	2%	.	-8	.	20	-5%	-6%	-3%	0%	-1%	.
COc1ccc(-c2ccc3c(=O)cc(-c4ccsc4)oc3c2)cn1	0%	.	1	.	3	.	.	.	6%	5%	.
O=C(Nc1ccc(N2CCN(Cc3ccccc3)CC2)cc1)c1ccco1	3%	.	-4	23%	2	6%	-4%	5%	16%	1%	11%
O=[N+]([O-])c1ccc(-c2nc(NCc3cccnc3)c3ccccc3n2)cc1	1%	1	-5	-6%	3	9%	-7%	-2%	-6%	8%	-25%
COCCNC(=S)Nc1cccc2cnccc12	-3%	-14	-2	-13%	-1	0%	0%	7%	0%	-12%	-2%
CN(C)C(=O)CCc1ccc2c3c([nH]c2c1)[C@]1(C)[C@@H](C(=O)N2CCOCC2)C[C@H](CC(=O)NCCCn2ccnc2)C(=O)N1CC3	2%	.	-4	.	2	.	.	.	11%	4%	.
Brc1ccc2nc(N3CCCC3)sc2c1	-2%	-2	8	-10%	-3	1.4µM*	7.6µM*	2µM*	-5%	?	-44%
